BioA inh: M. tuberculosis BioA enzyme inhibitors, primary screen, biochemical, plate reader, single point, HTS | 7,8-diaminopelargonic acid synthase BioA (Mycobacterium tuberculosis) | purified M. tuberculosis BioA enzyme | inhibition, % at 9.99 µM | actives 0.096% (n = 360,000) | AID 602481, 2012; in the data active = inhibition above about 40%; inconclusive = no clear call, values can overlap the other calls
Anthrax LF inh2: Bacillus anthracis LF protease inhibitors, primary screen, biochemical, multiplex microsphere, MLPCN library; AID 588501, 2011; inhibition, % at 10 µM; actives 0.12% (n = 360,000); Lethal factor (Bacillus anthracis), P15917; multiplex microsphere protease cleavage assay; also: plate controls were buffer without enzyme for full effect and enzyme alone for no effect
UGM FP inh: M. tuberculosis UGM enzyme inhibitors, primary screen, biochemical, fluorescence polarization, single point | inhibition, % at 10 µM | UDP-galactopyranose mutase (Mycobacterium tuberculosis (strain ATCC 25618 / H37Rv)), … | actives 0.06% (n = 320,000) | AID 504406, 2011 | purified UGM, fluorescence polarization probe displacement; in the data active = inhibition above about 10%, passing the limit was not always enough; inconclusive = no clear call, values can overlap the other calls
Target sequence (P9WIQ1 whole entry, looked up): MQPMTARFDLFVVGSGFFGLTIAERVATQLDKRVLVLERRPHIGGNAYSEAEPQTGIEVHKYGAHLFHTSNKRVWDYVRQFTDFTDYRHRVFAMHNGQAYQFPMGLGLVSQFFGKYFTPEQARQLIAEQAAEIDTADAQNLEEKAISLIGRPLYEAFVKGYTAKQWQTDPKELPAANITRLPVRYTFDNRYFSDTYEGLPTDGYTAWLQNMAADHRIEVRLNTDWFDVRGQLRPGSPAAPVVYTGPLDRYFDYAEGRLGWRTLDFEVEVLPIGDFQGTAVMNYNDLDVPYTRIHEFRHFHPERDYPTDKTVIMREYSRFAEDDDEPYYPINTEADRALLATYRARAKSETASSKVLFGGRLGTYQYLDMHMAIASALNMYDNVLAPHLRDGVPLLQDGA
BoNT A protease: BoNT/A light chain protease inhibitors, primary screen, biochemical, flow cytometry, MLPCN library; Botulinum neurotoxin type A light chain protease (Clostridium botulinum A str. ATCC 3502); multiplex microsphere protease substrate cleavage; inhibition, % at 10 µM; actives 0.17% (n = 360,000); AID 588499, 2011; also: plate controls were buffer without enzyme for full effect and enzyme alone for no effect
GDH-TPI counter: GDH-TPI coupling enzyme inhibitors, primary screen, artefact control for M. tuberculosis FBA inhibitor project, biochemical, absorbance, full deck. GDH-TPI coupled enzyme counterscreen, NADH absorbance. inhibition, % at 4.8 µM. actives 1.2% (n = 360,000); in the data active = inhibition above about 30%;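 also: 0% = DMSO wells and 100% = wells lacking the enzyme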
BoNT-F LC inh: BoNT/F light chain protease inhibitors, primary screen, biochemical, flow cytometry, MLPCN library; inhibition, % at 10 µM; actives 0.22% (n = 360,000); Multiplex microsphere protease cleavage assay; AID 588497, 2011; Botulinum neurotoxin type F light chain protease (Clostridium botulinum); in the data active = inhibition above about 35%, passing the limit was not always enough; inconclusive = no clear call, values can overlap the other calls; also: plate controls were buffer without enzyme for full effect and enzyme alone for no effect
FBA Mtb inh: Mtb FBA enzyme inhibitors, primary screen, biochemical, fluorescence, strain H37Rv. Fructose-bisphosphate aldolase (Mycobacterium tuberculosis (strain ATCC 25618 / H37Rv)), …. purified M. tuberculosis FBA, fluorescence read-out. inhibition, % at 1 µM. actives 2.3% (n = 360,000). AID 588726, 2011; in the data active = inhibition above about 27%;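 also: 0% = vehicle and 100% = reference inhibitor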
Target sequence (P9WQA3 whole entry, looked up): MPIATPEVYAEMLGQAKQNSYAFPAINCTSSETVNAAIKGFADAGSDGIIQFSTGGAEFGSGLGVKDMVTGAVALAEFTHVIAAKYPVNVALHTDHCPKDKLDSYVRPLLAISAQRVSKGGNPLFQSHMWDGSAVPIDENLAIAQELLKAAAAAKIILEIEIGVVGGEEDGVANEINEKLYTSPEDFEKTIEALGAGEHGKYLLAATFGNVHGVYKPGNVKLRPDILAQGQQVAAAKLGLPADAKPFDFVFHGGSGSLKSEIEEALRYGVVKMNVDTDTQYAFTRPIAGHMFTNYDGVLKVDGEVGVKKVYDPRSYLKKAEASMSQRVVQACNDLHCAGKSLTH
PfHsp40 rescue: rescue of yeast from PfHsp40 toxicity, primary screen, S. cerevisiae, ATP luminescence. S. cerevisiae expressing PfHsp40, growth rescue. growth rescue, % at 12.5 µM. actives 0.68% (n = 340,000); in the data active = growth rescue above about 28%, passing the limit was not always enough; inconclusive = no clear call, values can overlap the other calls;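 also: yeast W303a lacking pdr1 and pdr3 grown in galactose medium; growth measured after three days at 30 °C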
FadD28 FP inh: inhibitors of FadD28 bisubstrate probe binding, primary screen, biochemical, fluorescence polarization, single point | inhibition, % at 12.5 µM | actives 0.22% (n = 360,000) | AID 588549, 2011; in the data active = inhibition above about 8.5%, passing the limit was not always enough; inconclusive = no clear call, values can overlap the other calls
* marks the source's active call; other numbers are inactive results; ? = inconclusive; nt = no result given; + = active, no number. Rule as the data show it, unless noted: active = inhibition above about 30%; inconclusive = no clear call, values can overlap the other calls; inactive = below that.

SMILES	BioA inh	Anthrax LF inh2	UGM FP inh	BoNT A protease	GDH-TPI counter	BoNT-F LC inh	FBA Mtb inh	PfHsp40 rescue	FadD28 FP inh
COc1cccc(C(=O)NCc2ccc3c(c2)OCO3)c1	1.0	4	0.8	-1.9	7	36*	0	-2.0	-2.4
CCCCNS(=O)(=O)CCNCc1ccco1	-0.3	-4	nt	-0.3	2	-1	0	-0.2	-0.9
O=C(Nc1ccc(Cl)cc1C(=O)Nc1ccc(Br)cn1)c1ccco1	-1.1	0	-2.4	-1.8	5	-6	3	270*	-4.6
N#CCCN(Cc1cccnc1)S(=O)(=O)c1ccc(S(=O)(=O)NC2CCCCC2)cc1	3.2	-6	-0.6	-0.6	11	-5	0	1.1	0.6
Cc1ccc(C(=O)NCCc2ccc(S(N)(=O)=O)cc2)o1	-0.5	-1	-2.0	-0.4	-2	-2	-3	-0.9	-3.8
C=C1CC[C@@H]2[C@](C)(CCC[C@@]2(C)/C=C/[C@@H](O)C(C)(C)O)[C@H]1CC(=O)NCCS(=O)(=O)O	0.6	1	nt	-0.1	-14	-8	0	2.2	-3.8
COc1ccc2[nH]c(=O)c(CNc3ccccc3)cc2c1	-1.6	1	1.7	0.1	1	-2	19	0.0	-1.1
O=C(O)CCC(=O)N(Cc1ccco1)C1CC(=O)N(c2ccccc2)C1=O (stereo unspecified)	-3.3	-1	1.0	-1.1	-6	-8	0	0.0	-1.2
COc1cc(C(=O)NCCC(=O)NC2CCCCC2)cc(OC)c1OC	-2.5	0	0.7	1.5	5	-1	-2	0.3	-0.8
Cc1ccc(C(=O)N/C(=C\c2ccc(-c3ccccc3[N+](=O)[O-])o2)C(=O)NCCN(C)C)cc1	-2.6	-11	0.2	1.1	5	?	0	1.1	1.1
Cc1ccc(OCC(=O)Nc2ccc3c(c2)C(=O)NC3=O)c(C)c1	1.1	0	-1.3	0.8	7	-6	2	0.2	-0.6
COc1cc(OC)c(OC)cc1CNCCc1ccc(OC)c(OC)c1	0.1	0	-0.8	0.0	-4	14	1	-0.3	0.0
Nc1cc(C(=O)Nc2ccc(Cl)cc2)ccc1N1CC2CC(C1)c1cccc(=O)n1C2 (stereo unspecified)	4.6	-2	-2.7	0.5	9	3	1	0.6	-0.5
Cc1c(Cl)cccc1NC(=O)CNC(=O)C1CC(=O)N(C2CCCC2)C1 (stereo unspecified)	0.6	3	1.9	0.8	-3	0	2	-1.4	1.9
Cc1cc(-c2nc3ccccc3s2)ccc1N	nt	-4	nt	0.1	37*	-9	+	-0.2	1.0

The last 4 records of the part above are carried over, then new ones follow:
SMILES	BioA inh	Anthrax LF inh2	UGM FP inh	BoNT A protease	GDH-TPI counter	BoNT-F LC inh	FBA Mtb inh	PfHsp40 rescue	FadD28 FP inh
COc1cc(OC)c(OC)cc1CNCCc1ccc(OC)c(OC)c1	0.1	0	-0.8	0.0	-4	14	1	-0.3	0.0
Nc1cc(C(=O)Nc2ccc(Cl)cc2)ccc1N1CC2CC(C1)c1cccc(=O)n1C2 (stereo unspecified)	4.6	-2	-2.7	0.5	9	3	1	0.6	-0.5
Cc1c(Cl)cccc1NC(=O)CNC(=O)C1CC(=O)N(C2CCCC2)C1 (stereo unspecified)	0.6	3	1.9	0.8	-3	0	2	-1.4	1.9
Cc1cc(-c2nc3ccccc3s2)ccc1N	nt	-4	nt	0.1	37*	-9	+	-0.2	1.0
Cc1cc(C(=O)CN2CCCCC2)c(C)n1-c1ccc(F)cc1	nt	1	1.5	0.5	0	-2	0	-0.3	-4.4
CC1=C(C(=O)Nc2ccc(CC(=O)NCc3ccc(OC(C)C)cc3)cc2)SCCO1	-1.1	-2	0.2	1.0	0	6	-1	-0.8	-2.8
O=C(Nc1ccccc1N1CCN(c2ccc(F)cc2)CC1)c1ccccc1	-0.8	2	1.3	2.0	11	12	3	0.3	0.2
O=C(c1cccc(S(=O)(=O)N2CCOCC2)c1)N1CCOCC1	0.5	1	-0.6	-3.0	4	-4	5	6.2	-0.5
N#CCSc1nc2ccccc2c(=O)n1CCCC(=O)NCC1CCCO1 (stereo unspecified)	-0.2	6	0.4	0.7	-3	-3	0	1.7	-3.4
CC1CN(S(=O)(=O)c2cccc(C(=O)Nc3cc(Cl)ccc3N3CCOCC3)c2)CC(C)O1 (stereo unspecified)	-0.7	2	1.2	0.2	-2	-9	-4	1.7	-2.4
Cc1cccc(-n2c(C)nc3ccsc3c2=O)c1	nt	9	-0.9	4.1	4	?	1	-1.0	-0.7
Cc1cc(C)c2nc3c(c(C(=O)O)c2c1)CCC3	-0.5	2	3.0	-0.2	-12	2	1	-2.2	5.6
Cc1ccc(C)n1-n1cnc2scc(-c3cccs3)c2c1=O	nt	-2	-1.6	-1.3	-11	-1	-4	-1.2	-3.2
CCCn1c2ccc(F)cc2c2nnc(SCCN3CCCCC3)nc21	nt	-7	-2.2	-12	14	?	1	-0.8	-3.2
NS(=O)(=O)c1ccc(NC(=O)COC(=O)CCC2CCCC2)cc1	-0.4	4	2.0	-1.1	-1	-3	-2	-0.8	1.9
Cc1ccc(S(=O)(=O)N2CCN(C(=O)CCCOc3cccc(C)c3)CC2)cc1	0.8	-2	0.6	0.9	3	4	-2	3.9	-2.5
O=C1Oc2ccccc2C(=O)/C1=C/N1CCN(c2ccccc2F)CC1	nt	0	1.0	1.0	-2	-1	-1	0.5	-4.2
CC(=O)N/N=C/c1cc(C)n(-c2ccc(Br)cc2)c1C	16	-1	-3.1	-0.3	1	-10	-2	0.7	-1.3
COc1ccc2sc(-c3ccccc3OC)c(-c3ccc(OC)c(F)c3)c2c1	-0.1	8	0.2	-0.1	-2	0	1	-0.5	-5.5
CCC(C)c1ccccc1NC(=O)c1cc2cccc([N+](=O)[O-])c2[nH]1 (stereo unspecified)	0.1	nt	-1.0	nt	8	nt	4	nt	-1.3
CCN1CCN(c2nc(-c3ccccc3)nc3ccccc23)CC1	0.4	1	-0.6	0.7	9	-3	-1	-0.1	-2.0
Cc1ccc(Cl)cc1NC(=O)COC(=O)C1CCCCC1	1.3	-2	1.9	0.8	2	?	0	2.0	-4.9
COc1ccccc1CCNC(=O)CCSc1nc(-c2ccco2)cc(C(F)(F)F)n1	nt	-6	0.2	-0.1	10	4	-3	1.7	-4.1
CC1=C(Nc2ccc(C(=O)O)cc2)C(=O)c2ccccc2C1=O	1.6	-11	2.6	1.1	9	12	-3	0.0	-0.8
CC(C)(C)NC(=O)NC(=O)CN1CCc2ccccc21	-0.8	1	1.8	-0.3	-1	-9	1	0.6	0.2
NC(=O)c1ccc(NC(=O)COC(=O)c2cccc(Oc3ccccc3)c2)cc1	-0.2	0	3.3	0.3	2	2	3	-0.8	-4.8
CN(C)c1nc(NC(C)(C)C)nc(NC(C)(C)C)n1	nt	-3	-2.0	-2.5	-6	-7	-1	-1.0	-0.4
c1nnc2c3c4c(sc3ncn12)CCC4	-1.1	1	5.2	-1.7	7	-1	-1	0.1	-0.6
CCOC(=O)C1CCN(Cc2ccc(-c3ccccc3)cc2)CC1	-0.6	-12	-1.5	-1.4	-22	?	-2	0.2	-3.7
Cn1c2ccccc2c2c(C(=O)NCCCN3CCCC3=O)cn(C3CCCCC3)c(=O)c21	1.4	-5	-2.3	-0.7	12	15	35*	0.3	-1.0
O=C(O)CC(CC(=O)N1CCN(C(=O)c2ccco2)CC1)c1ccccc1 (stereo unspecified)	-0.4	1	-0.7	-2.5	6	-4	-1	-1.8	0.4
O=Cc1cn(CCOc2ccccc2)c2ccccc12	2.1	nt	2.6	nt	-13	nt	0	2.3	-1.2
CC(C)C(=O)NC(=S)Nc1c(Cl)ccc2nsnc12	-2.2	2	0.2	-0.1	18	3	-1	-0.3	-0.9
Cn1c(CN2CCN(c3ccc(Cl)cc3)CC2)nc2ccccc21	nt	-9	-1.2	0.0	8	-3	1	2.0	-3.7
COc1cc(/C=N\NC(=O)c2ccc(C)nc2)ccc1OC(=O)c1ccco1	nt	-4	2.2	-0.5	17	-12	1	-0.7	1.1
CN(C(=O)c1ccc(NC(=O)Cc2ccc(NC(=O)C3CCN(C(=O)C4CCCC4)CC3)cc2)cc1)C1CC1	-2.4	-3	0.9	2.1	-2	11	1	36*	0.2
Clc1ccc(Cn2ncc3c(N4CCCC4)ncnc32)cc1	5.4	1	nt	2.3	-7	29	-1	0.4	-1.4
O=C(c1cnn2ccccc12)N1CCCc2ccccc21	0.3	0	-3.5	-0.1	10	-1	6	0.3	-0.2
Cc1ccc(C(CNC(=O)Nc2ccc(Cl)cc2)N2CCN(C)CC2)cc1 (stereo unspecified)	-1.0	-1	0.3	-1.1	1	-5	1	0.3	-1.7
O=c1[nH]nc(N2CCOCC2)c(=O)[nH]1	0.7	-1	-1.0	-0.9	12	-1	-2	0.5	0.0
NC(=O)C1CCN(C(=O)C2CC(=O)N(Cc3ccccc3)C2)CC1 (stereo unspecified)	0.5	0	-0.2	0.5	2	6	-1	-0.2	0.0
CC(=O)c1ccc2c(c1)OCCOCCOCCO2	1.6	-2	1.5	?	-6	?	0	-0.6	-2.4
C#CCOCCOCCOCCNc1nc(N2CCN(C(=O)[C@H]([C@@H](C)O)n3cc(CCCCN)nn3)CC2)nc(N2CCN(C(=O)[C@H]([C@@H](C)CC)n3cc(CCCN=C(N)N)nn3)CC2)n1	-2.7	-1	1.9	-0.4	9	-10	2	0.8	0.8
CC[C@H](C)[C@@H]1NC(=O)c2cc([N+](=O)[O-])cc(F)c2NCCCC[C@@H](C(N)=O)NC(=O)[C@H](CCCCN)NC1=O	-0.5	-3	-0.7	1.0	12	-27	-3	3.9	-1.6
CCCn1cc([C@@H]2C[C@H]3CN(Cc4cccc(Cl)c4)C(=O)[C@]34CCCN24)c(C)n1	-0.2	-10	-1.1	0.3	4	4	1	-1.0	-0.1
O=C(NCCCn1ccnc1)c1cccc(S(=O)(=O)N2CCCCCC2)c1	1.0	-1	-0.2	0.0	9	-6	2	-0.2	-1.3
CCN1CCN(c2cc(C)c3cc(NC(=S)N4CCC5(CC4)OCCO5)ccc3n2)CC1	-0.6	3	0.2	1.3	24	-3	16	-0.4	-1.3
Cc1cc(C)n(C(=O)c2cc3ccccc3c(=O)o2)n1	-1.5	-2	-1.7	-0.5	3	4	2	0.1	0.1
CCn1c(Cn2nnc(-c3ccccc3)n2)nnc1SCC(=O)Nc1ccccc1	-0.9	-4	0.8	-0.7	-1	-4	2	0.4	0.8
CC(=O)c1ccc(NC(=O)COC(=O)/C=C/c2cccs2)cc1	3.2	4	4.1	-0.3	25	1	-1	-0.3	-3.1
O=[N+]([O-])c1ccccc1S(=O)(=O)N1CCN(CC2CC=CCC2)CC1 (stereo unspecified)	nt	0	0.9	-0.5	-6	3	4	-0.2	-8.2
COc1c2c(cc3oc(C)cc(=O)c13)OC(C(C)(C)OC1OC(CO)C(O)C(O)C1O)C2 (stereo unspecified)	-0.5	-1	3.1	-0.2	5	-3	24	0.6	-0.7
COc1cccc(Nc2nnc(SCC(=O)N3CC(=O)Nc4ccccc43)s2)c1	nt	nt	-0.5	nt	8	nt	4	0.6	-0.8
COc1cccc(Cn2c(OCC3CCCO3)nc3c2c(=O)n(C)c(=O)n3C)c1 (stereo unspecified)	0.5	-4	-2.6	-0.9	4	0	-1	1.5	0.0

Screens (PubChem BioAssay)
